Bioassay records as filed in PubChem.
F508del corr: correctors of CFTR F508del function in bronchial epithelial cells; CFBE cells, YFP halide quenching; stimulated with forskolin plus potentiator P3; % fluorescence drop versus neutral controls; activity (quench increase), % at 7.58 µM; hit rate 0.36% among 350,000; AID 720511;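 active = mean added fluorescence quench of at least 8% versus neutral control, with both replicates also reaching 8%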;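 note: cells transiently co-express mutant CFTR-F508del with the halide-sensitive YFP; corrector assay measuring rescue of mutant channel to the surface after 24 h compound exposure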
Statin myotox sup: suppressors of simvastatin-induced myotoxicity in C2C12 myotubes; ATP luminescence, 48 h; scaled: DMSO 0, geranylgeraniol control 100; rescue of ATP level, % at 7.49 µM; hit rate 0.78% among 330,000; AID 602340;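 active = mean ATP rescue above about 67%, or every replicate alone reaching that limit, limit read from the data, passing the limit was not always enough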;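 note: myotubes were challenged with 10 µM simvastatin during compound exposure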
PglD DTNB: blocks C. jejuni PglD acetyltransferase activity; purified PglD enzyme, DTNB colorimetric CoA detection; inhibition, % at 12.5 µM; hit rate 0.098% among 360,000; AID 602405; in the data active = inhibition above about 16%, passing the limit was not always enough; note: strong numbers were not always called active
Cneo AK release: Cryptococcus neoformans lysis via adenylate kinase release. C. neoformans lysis, adenylate kinase release luminescence, 4 h; normalised: neutral wells 0, clomiphene wells 100. lysis activity, % at 15 µM. hit rate 0.2% among 360,000;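 active = mean lysis activity across replicates of at least 80%, whatever share of replicates individually reach that level; inactive = mean lysis activity below 80%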
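Material – Cryptococcus neoformans yeast cells · Quantity – 5 × 10^6 yeast cells/mL · Buffer or medium – YPD medium · Compound – single dose · Timing – 4 h static compound exposure, 37 °C, read 1 h post-reagent · Signal – adenylate kinase release luminescence · Read-out basis – lysis from increased AK signal · Benchmarks – Clomiphene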
FN deposition inh: fibronectin deposition inhibition; AH1F fibroblasts, Alexa488-fibronectin deposition fluorescence, overnight; inhibition, % at 12.6 µM; hit rate 0.086% among 350,000; AID 743247;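 active = mean inhibition across replicates of 30% or more, regardless of how many single replicates reach that level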;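 note: positive control wells lacked labelled fibronectin entirely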
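Assay system: AH1F fibroblast monolayer, labelled fibronectin deposition. Amount: 10000 cells per well. Also added: labelled fibronectin 24 nM. Compound: single-point pinned compound. Incubation: cell attachment 1 h, compound and FN exposure overnight. Detection: fluorescence after three HBSS washes, excitation 485 nm, emission 525 nm. Read-out: inhibition of fibronectin deposition signal.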
miR122 inh: inhibitors of miR-122 in Huh7 cells; Huh7 miR-122 Renilla luciferase sensor, 48 h; neutral wells = 0, positive control = 100; activation (reporter increase), % at 12.5 µM; hit rate 0.3% among 340,000;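 active = mean replicate activation score at least 90 and every replicate individually at or above 90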;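 note: higher luciferase means less miR-122 activity so hits act as miR-122 inhibitors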
PGC1a acetyl inh: lowers PGC1a acetylation signal in U2OS cells. AlphaScreen anti-acetyl-lysine; with virally co-expressed GCN5 acetyltransferase. inhibition, % at 15.6 µM. hit rate 0.17% among 350,000. AID 651687;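 active = every replicate shows inhibition of at least 40%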;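 note: 0% = neutral control wells and 100% = positive control wells; some results beyond the cut were filed as inactive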
INS-1E GSIS act: GLuc luminescence reporter in INS-1E cells, primary screen for activators of glucose-dependent secretion of insulin | INS-1E GLuc reporter insulin secretion, 2-3 h | hit rate 0.61% among 370,000 | AID 743287 | activation, % at 16.6 µM;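 active = lowest replicate activation of at least 40%, so every replicate reaches that level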;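 note: 0% = median of neutral control wells and 100% = median of IBMX positive control wells; some compounds called inactive have numbers as strong as hits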
* marks the source's active call; other numbers are inactive results; . = no result given; & = joins results of further samples; [ ] = another dose, or the depositor's remark.

SMILES	F508del corr	Statin myotox sup	PglD DTNB	Cneo AK release	FN deposition inh	miR122 inh	PGC1a acetyl inh	INS-1E GSIS act
CCOc1cc(/C=N/Nc2nc3ccccc3[nH]2)cc(Br)c1OCC(=O)N(C)C	3.7	-15	3	0	4	1	-26	-25
COc1ccc(-c2cc(=Nc3ccc(C(=O)O)cc3)c3cc(C)ccc3o2)cc1	0.9	-14	3	-13	-2	2	2	-45
COC(=O)C(CCSC)NC(=O)CNC(=O)C1CCCCC1 (stereo not given)	.	-8	-3	6	-14	0	-4	.
NC(N)=N/N=C/c1cc([N+](=O)[O-])ccc1O	.	.	5	.	2	1	5	-4
COc1ccc(NC(=O)CN(C)C(=O)c2ccc3ccccc3c2)cc1	1.2	11	-1	2	9	.	.	6
COc1ccc(NC(=S)NC(=O)c2ccc(Br)o2)cc1	.	-10	7	1	0	23	-9	15
C[C@H]1CN([C@@H](C)CO)S(=O)(=O)c2ccc(Br)cc2O[C@H]1CN(C)C(=O)C1CC1	1.3	4	5	-8	.	10[16.7 µM]	-21	0
Cc1ccc(Oc2nc3c(C)cccn3c(=O)c2/C=C(\C#N)C(N)=O)cc1	0.7	.	4	1	-9	0	-13	0
COc1cc(NC(=O)c2cnc(NCc3ccccc3)nc2C)cc(OC)c1OC	1.6	-5	17	-3	4	-24	-2	7
Cc1cccc(NC(=O)N2C3CCCC2CC(NC(=O)C(C)(C)C)C3)c1 (stereo not given)	2.4	-9	-2	2	-4	-2	2	.
COc1cc(OC)cc(N(C(=O)c2ccco2)C(C(=O)NC2CCCC2)c2ccc(N(C)C)cc2)c1 (stereo not given)	.	8	-1	4	.	-1	-4	.
Cc1ccc(-c2cnc3c(c2)C(=O)N([C@H](C)CO)C[C@H](C)[C@@H](CN(C)CC2CCOCC2)O3)cc1	-1.8	9	2	0	.	-3[16.7 µM]	-5	3
Cc1cc(C(=O)Nc2cccc3c2O[C@@H](CN(C)C(=O)Nc2cccc4ccccc24)[C@H](C)CN([C@H](C)CO)C3=O)n(C)n1	-0.1	9	-1	-11	.	0[16.7 µM]	-4	10
C[C@H](O)C#Cc1ccc2c(c1)O[C@H](CN(C)Cc1ccncc1)[C@H](C)CN([C@@H](C)CO)S2(=O)=O	0.1	-6	-1	-1	-2	5[16.7 µM]	3	11
NC(=O)c1cc(Sc2ccccc2)nc2ccccc12	1.0	-4	-7	-2	10	1	-3	.
CC(=O)c1ccccc1NC(=O)CC1(CC(=O)O)CCCCC1	-0.6	1	-206	-1	.	.	4	0
N#C[C@H]1[C@@H](c2ccc(-c3ccccc3F)cc2)[C@H](CO)N1C(=O)Cc1ccccc1	1.1	-17	-1	-5	13	.	5	-4
O=C(COc1ccc2ccc(=O)oc2c1)Nc1cccc(S(=O)(=O)N2CCCCC2)c1	0.5	-4	0	0	-10	-3	3	.
CCNC(=O)C[C@H]1CC[C@H]2[C@H](COc3ccc(NC(=O)Nc4cccc(F)c4)cc3C(=O)N2C)O1	1.5	7	2	-1	-10	8[16.7 µM]	5	0
COC(=O)C[C@H]1C[C@@H]2c3cc(NS(=O)(=O)c4cccc(OC)c4)ccc3O[C@@H]2[C@@H](CO)O1	1.8&3.1	11&-1	2	0	3	2	3&3	-4&-21

Continued; it opens with the three that closed the last part.
SMILES	F508del corr	Statin myotox sup	PglD DTNB	Cneo AK release	FN deposition inh	miR122 inh	PGC1a acetyl inh	INS-1E GSIS act
O=C(COc1ccc2ccc(=O)oc2c1)Nc1cccc(S(=O)(=O)N2CCCCC2)c1	0.5	-4	0	0	-10	-3	3	.
CCNC(=O)C[C@H]1CC[C@H]2[C@H](COc3ccc(NC(=O)Nc4cccc(F)c4)cc3C(=O)N2C)O1	1.5	7	2	-1	-10	8[16.7 µM]	5	0
COC(=O)C[C@H]1C[C@@H]2c3cc(NS(=O)(=O)c4cccc(OC)c4)ccc3O[C@@H]2[C@@H](CO)O1	1.8&3.1	11&-1	2	0	3	2	3&3	-4&-21
Cc1nc2ccccc2c2oc(C(=O)N3CC(C)CC(C)C3)cc12 (stereo not given)	3.7	18	-1	-1	2	-7	-11	1
O=c1[nH]c(C2CCN(S(=O)(=O)c3ccccc3)CC2)nc2c1nnn2Cc1c(F)cccc1Cl	-0.6	1	-3	4	8	-3	.	-8
Cc1ccc2nc(-c3cccc(S(=O)(=O)N4CCCC4)c3)cn2c1	-1.1	-18	2	-6	3	.	.	18
O=C(Nc1ccccc1)N[C@H]1CC[C@H](CCNS(=O)(=O)c2cccc(F)c2)O[C@@H]1CO	1.7	-3	1	-1	.	.	-10	-20
CC(C)NC(=O)Nc1ccc2c(c1)CC(=O)N([C@H](C)CO)C[C@@H](C)[C@@H](CN(C)CC1CCCCC1)O2	-0.9	4	-2	45	.	-8[16.7 µM]	.	15
COCC#Cc1cnc2c(c1)C(=O)N([C@@H](C)CO)C[C@@H](C)[C@@H](CN(C)C(=O)Nc1ccccc1OC)O2	-0.4	-56	2	-2	.	-3[16.7 µM]	0	2
CO[C@@H]1CN(C)C(=O)c2ccc(NC(=O)Nc3cccc(F)c3)cc2OC[C@H](C)N(C(=O)Nc2c(C)noc2C)C[C@H]1C	-2.2	0	0	-2	-7	.	-4	-7
O=C(Nc1ccccc1)N1CCN(CCc2ccccc2)CC1	1.3	7	6	0	2	0	-3	6
Cn1c(Oc2cccnc2CN2CCCC2)nc2cc(-c3cccc(C(F)(F)F)c3)sc2c1=O	-1.2	-1	-1	-1	-7	-4	-2	-32
CO[C@@H]1CN(C)C(=O)c2cc(NC(=O)c3ccccc3F)ccc2OC[C@@H](C)N(CC2CC2)C[C@@H]1C	-0.2	17	-2	-45	3	.	1	7

Entries of single compounds from above:
Record of CO[C@@H]1CN(C)C(=O)c2ccc(NC(=O)Nc3cccc(F)c3)cc2OC[C@H](C)N(C(=O)Nc2c(C)noc2C)C[C@H]1C = F508del corr = -2.2; Statin myotox sup = 0; PglD DTNB = 0; Cneo AK release = -2; FN deposition inh = -7; miR122 inh = .; PGC1a acetyl inh = -4; INS-1E GSIS act = -7
Record of O=C(Nc1ccccc1)N[C@H]1CC[C@H](CCNS(=O)(=O)c2cccc(F)c2)O[C@@H]1CO = F508del corr = 1.7; Statin myotox sup = -3; PglD DTNB = 1; Cneo AK release = -1; FN deposition inh = .; miR122 inh = .; PGC1a acetyl inh = -10; INS-1E GSIS act = -20

Next part.
SMILES	F508del corr	Statin myotox sup	PglD DTNB	Cneo AK release	FN deposition inh	miR122 inh	PGC1a acetyl inh	INS-1E GSIS act
CSCCC(NC(=O)c1ccco1)C(=O)OC(C)C(=O)NC(=O)NC1CCCCC1 (stereo not given)	.	.	1	-1	0	-2	.	.
O=C(NCCc1ccc(Cl)cc1)c1ccc(NC2=NC3CS(=O)(=O)CC3S2)cc1 (stereo not given)	-2.2	-4	-4	0	-3	-6	-19	.
Cc1nc(C(=O)NCCO)cc2c1[nH]c1ccccc12	-0.3	-31	3	2	1	-2	5	-5
Cc1cc(NC(=O)CCCC(=O)OCC(F)(F)C(F)F)cc(C)c1C(=O)O	.	.	2	-1	5	-8	.	.
CCN1CCN(c2ccc(S(=O)(=O)N3CCOCC3)cc2NC(=O)/C=C/c2ccc(C)cc2)CC1	4.1	-53	.	.	7	-3	-1	17
CC1=C(O)C(=O)C(c2c(C)cc(C)c(Br)c2C)=C(O)C1=O	-2.1	.	1	-3	-3	.	.	-26
C[C@@H]1CN([C@@H](C)CO)C(=O)c2cc(C#CCc3ccccc3)cnc2O[C@@H]1CN(C)CC1CCOCC1	3.4	-12	0	0	.	0[16.7 µM]	3	3
Cc1cc(NC(=O)CSc2nc(N)c(NC(=O)c3ccc(F)c(F)c3)c(=O)[nH]2)no1	-4.6	9	-3	0	4	3	1	-17
Cc1ccc(NC(=O)[C@H](C)NC(=O)C2CCN(C(=O)[C@@H](N)C(C)C)CC2)cc1	0.3	7	0	3	1	-5	7	-2
CCN(CC)S(=O)(=O)c1ccc(OC)c(NC(=O)CSCc2c(C)noc2C)c1	1.4	-1	-3	-1	.	-6	.	-12
COc1ccc(-c2cnc(C(O)c3ccc(-c4ccccc4)cc3)[nH]2)cc1 (stereo not given)	2.8	4	12	-1	2	4	.	-16
Cc1ccc(S(=O)(=O)Nc2ccc3c(c2)C(=O)N([C@H](C)CO)C[C@@H](C)[C@@H](CN(C)CC2CCCCC2)OCCCC[C@H](C)O3)cc1	1.5	.	1	-4	.	-2[16.7 µM]	-14	-18
COc1cccc(C(=O)N2C[C@@H]3[C@H](c4ccccc42)[C@H](CO)N3Cc2cccnc2)c1	0.4	7	0	-4	.	0[16.7 µM]	7	-10
CCOC(=O)CSC1=Nc2ccccc2C2=NC(CC(=O)NCc3ccc4c(c3)OCO4)C(=O)N12 (stereo not given)	.	8	6	1	-5	2	-2	.
c1ccc(-c2nnc3sc(-c4ccncc4)nn23)cc1	.	-6	.	0	-13	-3	3	.
CSc1ncccc1C(=O)OCC(=O)N1CC2(C)CC1CC(C)(C)C2 (stereo not given)	1.0	1	0	-3	5	-3	7	.
CCOC(=O)c1ccc(Nc2cc(C)nc3ncnn23)cc1	.	-7	0	7	-4	-7	-2	.
O=S1(=O)C[C@H](N2CCC(Cc3ccccc3)CC2)[C@@H](COCc2ccccc2)N1	-0.8	17	-1	0	-8	-3	7	-13
O=C(Nc1cc(S(=O)(=O)N2CCCCC2)ccc1N1CCCCC1)c1ccncc1	2.7	17	.	.	11	3	-7	-27
COc1ccc(NC(=S)NNC(=O)c2ccc(S(=O)(=O)N3CCOCC3)cc2)cc1	1.5	1	3	4	3	-5	5	-1

Next section, overlapping the part above by three compounds.
SMILES	F508del corr	Statin myotox sup	PglD DTNB	Cneo AK release	FN deposition inh	miR122 inh	PGC1a acetyl inh	INS-1E GSIS act
O=S1(=O)C[C@H](N2CCC(Cc3ccccc3)CC2)[C@@H](COCc2ccccc2)N1	-0.8	17	-1	0	-8	-3	7	-13
O=C(Nc1cc(S(=O)(=O)N2CCCCC2)ccc1N1CCCCC1)c1ccncc1	2.7	17	.	.	11	3	-7	-27
COc1ccc(NC(=S)NNC(=O)c2ccc(S(=O)(=O)N3CCOCC3)cc2)cc1	1.5	1	3	4	3	-5	5	-1
COc1ccc(NC(=O)Nc2ccc3nsnc3c2)cc1	.	-15	12	-3	6	-5	-4	.
CCOc1ccc(CCNC(=O)c2cccc(S(=O)(=O)N3CCN(C(C)=O)CC3)c2)cc1OCC	-0.3	4	1	1	2	1	-25	-1
CC(C)CN(C(=O)c1cccc(Cl)c1)c1c(N)n(CC(C)C)c(=O)[nH]c1=O	0.1	-3	2	0	5	-2	-36	5
O=[N+]([O-])c1cccc(-n2nnnc2CNCc2ccccc2)c1	-2.3	-1	4	0	1	-21	-9	15
Cc1ccc(C)c(OCCCN2CCc3ccccc3C2)c1	-2.2	8	2	1	7	-2	.	23
O=C(NC(c1ccccc1)c1c(O)ccc2ccccc12)c1ccccc1Cl (stereo not given)	.	32	-2	-5	-12	1	-10	-17
CN(C(=O)Nc1ccccc1)C1CCS(=O)(=O)C1 (stereo not given)	.	9	-7	0	.	0	3	.
COc1cc([N+](=O)[O-])ccc1NC(=O)COC(=O)c1ccc(NC(N)=O)cc1	-1.4	5	.	.	4	-4	-4	5
CC(=O)Nc1ccc(NS(=O)(=O)c2ccc3c(c2)n(C)c(=O)n3C)cc1	-1.0	1	-1	1	0	5	-2	-10

Rows are unselected; 2.1% or so of the library scored in one or more.
